Screens: PubChem, National Center for Advancing Translational Sciences (NCATS)
L3MBTL1 block: inhibitors of human L3MBTL1; Q9Y468; AlphaScreen L3MBTL1–H3K9me1 peptide binding; Potency, µM (titrated, usually from 57.1 µM), inactives show at the highest dose activity, negative = inhibition, actives largely listed as inhibitors; 230,000 tested, 0.66% active; AID 485360; active = well fitted inhibition curve with a large enough effect; inconclusive = small, poorly fitted or top-dose-only effect; inactive = no such curve, though single readings can be large or run the other way; note: nearly all actives have a fitted effect of over 60% in size
Target sequence (Q9Y468 whole entry, looked up): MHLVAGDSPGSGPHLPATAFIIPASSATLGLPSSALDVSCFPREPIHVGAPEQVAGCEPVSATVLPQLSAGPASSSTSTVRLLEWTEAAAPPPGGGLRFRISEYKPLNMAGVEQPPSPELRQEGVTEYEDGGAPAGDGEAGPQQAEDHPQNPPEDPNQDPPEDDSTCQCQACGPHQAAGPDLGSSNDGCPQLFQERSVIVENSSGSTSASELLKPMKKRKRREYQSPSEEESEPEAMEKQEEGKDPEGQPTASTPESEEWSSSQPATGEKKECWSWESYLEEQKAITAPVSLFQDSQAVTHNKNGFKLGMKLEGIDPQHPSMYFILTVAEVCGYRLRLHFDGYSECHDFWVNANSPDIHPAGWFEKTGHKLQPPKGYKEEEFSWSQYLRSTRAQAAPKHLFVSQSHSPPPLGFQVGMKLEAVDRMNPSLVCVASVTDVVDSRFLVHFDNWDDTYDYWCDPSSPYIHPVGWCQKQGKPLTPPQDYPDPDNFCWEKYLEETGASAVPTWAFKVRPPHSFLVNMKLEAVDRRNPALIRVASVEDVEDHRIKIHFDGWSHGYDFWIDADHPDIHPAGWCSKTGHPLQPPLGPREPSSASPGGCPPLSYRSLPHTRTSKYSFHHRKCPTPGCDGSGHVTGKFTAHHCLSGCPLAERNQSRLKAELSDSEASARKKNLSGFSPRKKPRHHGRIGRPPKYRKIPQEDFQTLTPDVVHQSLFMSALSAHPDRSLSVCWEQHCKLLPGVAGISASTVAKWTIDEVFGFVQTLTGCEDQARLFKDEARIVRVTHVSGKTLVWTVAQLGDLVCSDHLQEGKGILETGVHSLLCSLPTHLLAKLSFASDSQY
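Displacement of a biotinylated histone H3(1-15) peptide monomethylated at Lys9 (75 nM) from L3MBTL1 (50 nM) was measured by AlphaScreen after a 30 min room-temperature compound incubation; cefsulodin titration served as intraplate control.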
An asterisk follows results filed as active; ? = inconclusive; [ ] = another dose, or the depositor's remark. % is set by controls: 0 for no effect and ±100 for the full control effect; potency is the fitted concentration of half-maximal effect. This is a subset; the hit share may differ from the screen's.

L3MBTL1 block | Structure
1.7% | Cc1ccc(N2CC(NS(=O)(=O)c3cc(F)ccc3F)CC2=O)cc1C (stereo not drawn)
0.8% | CC(OC(=O)c1ccco1)C(=O)Nc1nc(-c2ccccc2)cs1 (stereo not drawn)
2.8% | Cc1ccc(C(=O)C(C)OC(=O)CN2C(=O)NC3(CCCC3)C2=O)cc1C (stereo not drawn)
8.8% | C=CCn1c(=S)[nH]c2cc(C(=O)NCCc3ccc(S(N)(=O)=O)cc3)ccc2c1=O
-3.5% | COc1ccc(CCOC2OC(CO)C(OC(=O)/C=C/c3ccc(O)c(OC)c3)C(O[C@H]3O[C@@H](C)[C@H](O)[C@@H](O)[C@H]3O)C2O)cc1O (stereo partly drawn)
6.1% | N#CC1(NC(=O)COC(=O)Cn2[nH]c(=O)c3ccccc3c2=O)CCCCC1
-6.7% | C=CCN(c1ccccc1OC)S(=O)(=O)c1cccc(C(=O)NC2=NCCS2)c1
4.1% | O=C(NC1CCC(=O)N(CCOc2ccccc2)CC1)OCc1ccccc1 (stereo not drawn)
9.0% | O=C(Cc1cccc2ccccc12)Nc1ccccc1Br
1.6% | Cc1cc(NC(=O)Cc2ccc(Br)cc2)no1
-9.4% | Cc1ccc(CCC(=O)Nc2ccc(Cl)cc2)o1
6.9% | O=C(N[C@@H](CCC/[N+]([O-])=C/c1ccccc1)C(=O)O)OCc1ccccc1
4.8% | COc1ccc(S(=O)(=O)N2CCOCC2)cc1NC(=O)COC(=O)C1CC1C (stereo not drawn)
4.8% | Cc1ccc(S(=O)(=O)Nc2ccccc2F)cc1C(=O)N1CCN(c2ccccc2O)CC1
0.4% | CCOc1ccc(-c2csc(NC(=O)c3ccco3)n2)cc1
-12.1% | COc1ccc(S(=O)(=O)Nc2cccc(-c3ccc4nncn4n3)c2)cc1
1.3% | CN(C(=O)CSc1nnc(C2CC2)n1C)C1CCCc2ccccc21 (stereo not drawn)
-5.7% | COc1ccc(NC(=O)c2cccc(S(=O)(=O)NCc3ccco3)c2)c(OC)c1
0.9%[2.29 µM] | O=C(NCc1ccco1)c1cccc(Br)c1
3.0% | COc1ccc(OC)c(S(=O)(=O)N2CCCC(C(=O)N3CCC(C(N)=O)CC3)C2)c1 (stereo not drawn)
3.6% | CC(O)CSc1nc2c(c(=O)[nH]c(=O)n2C)n1Cc1ccccc1 (stereo not drawn)
5.2% | O=C(COn1nnc2ccc(Cl)cc21)NC1CCS(=O)(=O)C1 (stereo not drawn)
-3.3% | Cc1ccc([C@@H]2CC=C(C(=O)O)[C@H](c3ccc(Cl)cc3)N2S(=O)(=O)c2ccccc2C)cc1
3.6% | Cc1ccc(C(=O)OCC(=O)Nc2ccc3c(c2)OCO3)c(O)c1
5.5% | O=S(=O)(NCCCNS(=O)(=O)c1c(F)cccc1F)c1ccc2c(c1)OCCO2
6.2% | CN(C(=O)COC(=O)Cc1c(Cl)cccc1Cl)C1CCS(=O)(=O)C1 (stereo not drawn)
3.0% | Cc1cccc(C(=O)OC(C)C(=O)N2CCc3ccccc3C2)c1C (stereo not drawn)
31.7%[activator] | CCN1C[C@@H]2[C@@H]3C(=O)N(C)C(=O)[C@@H]3[C@](Cc3ccccc3)(C(=O)OC)N2C1=NC1CCCCC1
8.5% | Cc1ccc(CNC(=O)C2CCCN2C(=O)Nc2ccc(C)cc2)cc1 (stereo not drawn)
6.0% | COC1=CC2(O)CCCC2=CC1=O (stereo not drawn)
4.3% | O=S(=O)(c1ccccc1)N1CCc2ccccc2C1
16.3% | CC1=C(C(=O)OCc2ccccc2)C(c2ccc(Cl)cc2)NC(=O)N1CCCC(=O)O (stereo not drawn)
2.1% | CSCCC(NC(=O)c1ccccc1Cl)C(=O)NCc1ccncc1 (stereo not drawn)
-7.6% | O=C(c1cc(C2CC2)nn1-c1ccccc1)N1CCN(c2ccccc2O)CC1
5.7% | Cc1cc(C)n2c(SCC(=O)Nc3cccc(S(N)(=O)=O)c3)nnc2n1
? | CC(C)C[C@H]1CN=C(Nc2ccccc2)N1CC1CCCC1
5.8% | O=C(CSc1ccc(Br)cc1)NC1CCCCCC1
-9.4% | CN(Cc1cccc(F)c1)C(=O)c1ccc(NS(=O)(=O)c2ccc3[nH]c(=O)[nH]c3c2)cc1
2.3% | Nc1cc(Cl)ccc1C(=O)OCC(=O)N1CCCCCC1
-2.8% | COC(=O)C1CC(O)CN1S(=O)(=O)c1ccc2ccccc2c1 (stereo not drawn)

Reformatted as labelled records: two of the compounds above.
> O=C(c1cc(C2CC2)nn1-c1ccccc1)N1CCN(c2ccccc2O)CC1
  L3MBTL1 block: -7.6%

> O=C(CSc1ccc(Br)cc1)NC1CCCCCC1
  L3MBTL1 block: 5.8%

(continued)
L3MBTL1 block | Structure
5.4% | O=C(COC(=O)C12CC3CC(CC(C3)C1)C2)NCc1ccccc1
9.3% | CC(C)c1ccc(NC(=O)c2ccccc2NC(=O)C2CCCCC2C(=O)O)cc1 (stereo not drawn)
-4.9% | COCCn1c(C)cc(C(=O)COc2ccc(N(C)S(=O)(=O)c3ccc(C)cc3)cc2)c1C
1.4% | O=[N+]([O-])c1ccccc1S(=O)(=O)Nc1cccc(-c2ccc3nncn3n2)c1
-4.8% | Cc1ccc(-n2nnnc2CNC(=O)c2ccc([N+](=O)[O-])o2)cc1C
-5.1% | CCCNS(=O)(=O)c1cccc(C(=O)NNC(=O)c2cc(C)oc2C)c1
-1.2% | CCOc1ccc(OCCCC(=O)N(C)CC(=O)Nc2ccc(N3CCOCC3)cc2)cc1
-12.3% | c1ccc(CN2CCC(N3CCC(N4CCCCCC4)CC3)CC2)cc1
1.7% | COc1ccc(CCN2CCCC(CN(C)Cc3cc(OC)c(OC)c(OC)c3)C2)cc1 (stereo not drawn)
-2.3% | COC(=O)c1ccc(/C=N\NC(=O)c2c(C)nc3ccc(Cl)cn23)cc1

A second format for some results above.
structure: CCCNS(=O)(=O)c1cccc(C(=O)NNC(=O)c2cc(C)oc2C)c1
  L3MBTL1 block = -5.1%
structure: CCOc1ccc(OCCCC(=O)N(C)CC(=O)Nc2ccc(N3CCOCC3)cc2)cc1
  L3MBTL1 block = -1.2%
structure: c1ccc(CN2CCC(N3CCC(N4CCCCCC4)CC3)CC2)cc1
  L3MBTL1 block = -12.3%
structure: COc1ccc(CCN2CCCC(CN(C)Cc3cc(OC)c(OC)c(OC)c3)C2)cc1 (stereo not drawn)
  L3MBTL1 block = 1.7%

Next section
L3MBTL1 block | Structure
5.5% | CCN(C(=O)COC(=O)c1oc2ccc(OC)cc2c1C)C1CCCCC1
-3.5% | Cc1ccc(C(=O)OCc2nc3ccsc3c(=O)[nH]2)o1
1.6% | Cc1cccnc1NC(=O)c1ccc(S(=O)(=O)N2CCCCC2)cc1
4.5% | CC(C)NC(=O)Nc1cccc2c1O[C@H](CN(C)S(=O)(=O)c1cccs1)[C@@H](C)CN([C@H](C)CO)C2=O
0.6% | CC(NC(=O)COC(=O)CNS(=O)(=O)/C=C/c1ccccc1)c1ccccc1 (stereo not drawn)
-1.3% | CCOC(=O)c1ccc(S(=O)(=O)N2CCN(CCc3ccncc3)CC2)cc1
-5.8% | C/C(=N\NC(=O)c1cccc(S(=O)(=O)N2CCOCC2)c1)c1ccc(OC(F)F)cc1
9.7% | C=CCn1c(=O)c(C(=O)NCc2ccccc2Cl)c(O)c2ccccc21
6.8% | O=C(c1ccc(S(=O)(=O)Nc2ccccc2)cc1)N1CCCC1
-7.0% | COC(=O)c1c(NC(=O)c2cccc(S(=O)(=O)N3CCN(C)CC3)c2)sc(C)c1C
6.7% | N#Cc1ccccc1CSc1nc(N)cc(N)n1
6.2% | COc1ccc(S(=O)(=O)N2CCCCC2)cc1NC(=O)CN1C(=O)NC(C)(C2CC2)C1=O (stereo not drawn)
8.1% | CCOC(=O)c1ccccc1NC(=O)COC(=O)C1CC(=O)N(c2ccc3c(c2)OCCO3)C1 (stereo not drawn)
29.5% | COc1ccccc1OCCn1ccnc1
0.3% | Cc1ccc(S(=O)(=O)N2[C@@H](c3ccc(Br)cc3)C(C(=O)O)=CC[C@H]2c2cccs2)cc1
-4.7% | C[C@H](CO)N1C[C@H](C)[C@@H](CN(C)S(=O)(=O)c2ccccc2)Oc2c(NS(=O)(=O)c3cccs3)cccc2C1=O
0.8% | COc1ccc(OC)c(/C=N\NC(=O)c2c(C)nc3cc(C)ccn23)c1
-3.2% | O=C(OCc1cccc(C(F)(F)F)c1)c1cc([N+](=O)[O-])ccc1N1CCOCC1
-2.6% | Cc1cccc(N2CCN(C(=O)CCc3nc4ccccc4c(=O)[nH]3)CC2)c1C
-0.8% | NCCC(=O)N1c2ccccc2Sc2ccccc21
-3.9%[2.29 µM] | Fc1ccccc1N1CCN(CC2CCCCC2)CC1
-3.3% | COc1ccc(CP(=O)(c2ccccc2)c2ccccc2)cc1
6.1% | COc1ccccc1CNC(=O)COC(=O)c1ccc(-n2cnnn2)cc1
0.2% | CC(O)c1cccc(-c2ccc(CN3C[C@]4(CO)O[C@@H](CO)C[C@@H]4S3(=O)=O)cc2)c1 (stereo partly drawn)
7.3% | N#Cc1cccc(NC(=O)COC(=O)Cn2nc(-c3ccccc3)oc2=O)c1
-5.7% | O=C(/C=C/c1ccccc1)Nc1cccnc1Cl
? | CCOC(=O)[C@@H]1[C@H]2COc3cc(OC)ccc3[C@@H]2N2C(=O)N(c3ccc(F)cc3)C(=O)[C@]12C
-0.8% | Cc1ccc(S(=O)(=O)N(C)C)cc1NC(=O)COC(=O)C1(c2ccccc2)CC1
3.8% | COc1ccc(NC(=O)CN(C)C(=O)c2cc(-c3ccc(C)o3)nc3ccccc23)cc1
0.4% | O=C1N[C@H](Cc2ccccc2)COC(=O)[C@H](Cc2ccc(F)cc2)C/C=C\C[C@H]1CC(=O)N(CCO)Cc1ccccc1
4.3% | CCN(C(=O)c1ccc(Br)o1)C1CCS(=O)(=O)C1 (stereo not drawn)
-3.5% | C[C@H](CO)N1C[C@H](C)[C@@H](CN(C)Cc2ccc(-c3ccccc3)cc2)Oc2c(NS(=O)(=O)c3cccs3)cccc2C1=O
-10.0% | c1ccc2c3n(nc2c1)CCCCO3
3.8% | O=Cc1ccc(OCCN2CCCC2=O)cc1
5.2% | CCOC(=O)C1=C(C)NC(C)=C(C(=O)OCC)C1C(=O)OCC(=O)N1CC(C)OC(C)C1 (stereo not drawn)
0.1% | COc1ccccc1C(=O)NC(=O)COC(=O)CN1C(=O)NC(C)(C)C1=O
-5.6% | O=C1N[C@@H](Cc2ccccc2)COC(=O)[C@@H](Cc2ccc(F)cc2)CC/C=C/C[C@@H]1CC(=O)N(CCO)Cc1ccccc1
3.4% | COc1ccccc1CNC(=O)COC(=O)c1ccccc1SCC(=O)N1CCCC1
4.5% | CN(C)C(CNS(=O)(=O)c1ccc(Cl)cc1F)c1ccco1 (stereo not drawn)
-6.6% | CCOc1ccc(OCCC(=O)NNC(=O)c2cc(C)oc2C)cc1
4.4% | C=CCOc1ccc(/C=C/C(=O)OCC(=O)N2CCCc3ccccc32)cc1
9.1% | COc1ccc(C(=O)OCc2cc(C)ccc2C)cc1S(=O)(=O)N1CCCC1
12.7% | CC(C)C[C@@H](CO)N1CCN(Cc2ccc(Br)cc2)CCC1=O
2.3% | COc1ccc(Cn2c(=N)c(C(=O)NCC3CCCO3)cc3c(=O)n4ccccc4nc32)cc1 (stereo not drawn)
-7.7% | CN(C)N=Nc1nc[nH]c1C(N)=O
-14.3% | COc1cccc(CN(C)CC(=O)Nc2cc(S(=O)(=O)N3CCCC3)ccc2Cl)c1OC
13.4% | Cc1ccc(S(=O)(=O)n2cnc(C)c2)cc1
0.5% | COc1cc(OC)cc(C(=O)N2CCC(C(=O)NCCc3ccccc3)CC2)c1
0.4% | COc1cc(C(=O)NC2CCN(C)CC2)ccc1Nc1ncc2c(n1)N(C1CCC(O)CC1)CCC(=O)N2C (stereo not drawn)
3.4% | COc1cccc(C(=O)NCC2CCCN2S(=O)(=O)c2cccs2)c1 (stereo not drawn)

Further entries follow.
L3MBTL1 block | Structure
-5.6% | CCN1C[C@@H]2[C@@H]3C(=O)N(C)C(=O)[C@@H]3[C@](C)(C(=O)OC)N2C1=NC
4.0% | CCCn1c(N)c(C(=O)CN(C)CC(=O)Nc2ccccc2C(F)(F)F)c(=O)[nH]c1=O
-7.1% | N#CCSc1ccc(S(=O)(=O)N2CCOCC2)cn1
8.4% | C=CCN1C(=O)c2ccc(C(=O)NCCOc3ccccc3F)cc2C1=O
-2.0% | CN(CC(=O)Nc1cccc(F)c1)CC(=O)NC(c1ccccc1)c1ccccc1
6.8% | Cc1onc(-c2ccccc2)c1C(=O)N(C)CC(=O)Nc1ccc(F)c(F)c1F
13.4%[2.29 µM] | COc1ccc(C(=O)NCCCc2ccccc2)cc1OC
-1.4% | CC(=O)Nc1ccc(S(=O)(=O)NC2CC(=O)N(c3ccc4c(c3)OCCO4)C2)cc1 (stereo not drawn)
-7.5% | C[C@H](CO)N1C[C@H](C)[C@@H](CN(C)CC2CCCCC2)Oc2c(NC(=O)Cc3ccccc3)cccc2C1=O
-0.3% | O=C(NCCN1CCOCC1)c1cc([N+](=O)[O-])ccc1Cl
-11.8% | Cc1ccc(C(=O)NCC(c2ccco2)N2CCc3ccccc3C2)cc1C (stereo not drawn)
-0.1% | Cc1ccc(C(=O)N2N=C(c3ccc(Br)cc3)CC2c2ccccc2O)cc1 (stereo not drawn)
0.3%[2.29 µM] | COc1cc(OC)c(C=O)c(OC(=O)N2CCOCC2)c1
